Screens as filed in PubChem.
HCV inh = qHTS Assay for Inhibitors of Hepatitis C Virus (HCV) | Huh7.5.1 HCVcc-Cre infection, luciferase reporter, 44 h | Potency, µM (titrated, usually from 41.8 µM), for the others: at the highest dose activity change, negative = inhibition, usual class: inhibitors | 340,000 compounds, 3.4% hits | AID 651820, 2012; further: potency means the concentration at half of the fitted maximal effect
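After 44 h co-culture of compound, cells and HCVcc-Cre (~0.5 moi), substrate is added for 15 min at room temperature and luciferase measured over 15 sec. Cells were seeded at 1,000/well and pre-cultured 4 h.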
LmPK inhibitor = qHTS Assay for Inhibitors of Leishmania Mexicana Pyruvate Kinase (LmPK); Q27686; purified LmPK, Kinase-Glo ATP luminescence, 1 h; Potency, µM (titrated, usually from 57.5 µM), inactives show at the highest dose activity change, negative = inhibition, actives largely listed as inhibitors; 290,000 compounds, 0.37% hits; AID 1721, 2009; further: potency means the concentration at half of the fitted maximal effect
Target sequence (Q27686 whole entry, looked up): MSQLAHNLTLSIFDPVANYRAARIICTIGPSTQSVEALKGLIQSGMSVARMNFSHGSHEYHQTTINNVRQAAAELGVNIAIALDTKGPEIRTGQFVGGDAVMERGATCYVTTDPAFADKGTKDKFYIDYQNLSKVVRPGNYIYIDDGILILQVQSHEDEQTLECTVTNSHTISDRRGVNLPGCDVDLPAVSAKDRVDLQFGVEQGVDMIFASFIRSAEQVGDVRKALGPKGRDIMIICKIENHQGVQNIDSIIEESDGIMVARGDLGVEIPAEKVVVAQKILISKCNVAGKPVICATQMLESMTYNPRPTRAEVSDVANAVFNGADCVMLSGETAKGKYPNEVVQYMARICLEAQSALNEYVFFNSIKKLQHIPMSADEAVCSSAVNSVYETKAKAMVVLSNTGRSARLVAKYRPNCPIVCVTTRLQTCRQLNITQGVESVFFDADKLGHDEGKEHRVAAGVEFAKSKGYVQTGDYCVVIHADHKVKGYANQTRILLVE
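Purified LmPK (0.1 nM) with 0.5 mM PEP and 0.1 mM ADP in imidazole buffer pH 7.2 with MgCl2/KCl, 1 h at room temperature. ATP formed was read by luciferase luminescence and normalized to no-enzyme and uninhibited controls.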
AMA1 RON2 block = qHTS for Inhibitors of AMA1-RON; Towards Development of Antimalarial Drug Lead: Primary Screen; AlphaScreen AMA1-biotinylated RON2 peptide binding; Potency, µM (series often up to 58.2 µM), for the others: top-dose activity change, negative = inhibition, hits mostly inhibitors; 360,000 compounds, 0.2% hits; AID 720542, 2013;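 further: potency means the concentration at half of the fitted maximal effect; 0% = vehicle wells and -100% = peptide control; nearly all actives have a fitted effect of over 45% in size; some results filed as inactive show a strong effect at the top dose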
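AMA1 (3D7) with his tag at 25 nM final met compounds first, then biotinylated RON2 peptide at 25 nM; detection used donor plus acceptor beads, 10 µg/mL apiece, read by AlphaScreen after 30 min at room temperature.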
AmpC detergent = qHTS Inhibitors of AmpC Beta-Lactamase (assay with detergent). AmpC hydrolysis of nitrocefin, absorbance 480 nm, 0.01% Triton. Potency, µM (titrated, usually from 114 µM), for the others: top-dose activity change, negative = inhibition, actives largely listed as inhibitors. 370,000 compounds, 0.041% hits. AID 485294, 2010;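 further: potency means the concentration at half of the fitted maximal effect; 0% = no-compound wells and -100% = no-enzyme wells; nearly all actives have a fitted effect of over 25% in size; some results filed as inactive show a strong effect at the top dose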
Target sequence (P00811 whole entry, looked up): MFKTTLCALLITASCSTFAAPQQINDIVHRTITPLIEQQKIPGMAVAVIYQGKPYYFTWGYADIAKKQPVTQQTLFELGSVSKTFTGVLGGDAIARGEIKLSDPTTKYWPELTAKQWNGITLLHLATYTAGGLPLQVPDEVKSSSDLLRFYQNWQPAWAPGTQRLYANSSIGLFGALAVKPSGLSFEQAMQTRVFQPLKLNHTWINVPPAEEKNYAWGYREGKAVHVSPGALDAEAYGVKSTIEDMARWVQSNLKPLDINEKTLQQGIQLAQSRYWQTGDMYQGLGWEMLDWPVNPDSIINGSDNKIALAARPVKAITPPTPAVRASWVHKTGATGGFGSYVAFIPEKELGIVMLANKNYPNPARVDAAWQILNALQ
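20 mM phosphate pH 7.0 + 0.01% (detergent screen) or 0.0001% Triton X-100; 5.3 nM AmpC reagent; cpd preinc 15 min RT; nitrocefin (800 uM stock) to start; A480 q20 s × 4 min; Activity was normalised to no-enzyme and no-compound control wells.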
HCMV inh = qHTS Assay for inhibitors of the human cytomegalovirus (HCMV) | HFF cells, HCMV-luciferase reporter, 72 h; stronger effect = lower value | activity change, negative = inhibition, % at 57.5 µM | 410,000 compounds, 4.5% hits | AID 1259415, 2018; in the data active means activity change below about -60%; inconclusive means no clear call, values can overlap the other calls; inactive means above about -39%
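After 16 h attachment at 37C, HFF cells received test compound and HCMV-luciferase (1 PFU/cell); reporter luminescence read 72 h later, data normalized against buffer-only and known inhibitor Salinomycin.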
AmpC inh no detg = qHTS Inhibitors of AmpC Beta-Lactamase (assay without detergent) | AmpC nitrocefin hydrolysis, absorbance 480 nm, 0.0001% Triton | Potency, µM (titrated, usually from 57.1 µM), inactives show at the top dose activity change, negative = inhibition, hits mostly inhibitors | 330,000 compounds, 0.52% hits;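 further: potency means the concentration at half of the fitted maximal effect; plate controls were no compound for no effect and no enzyme for full effect; nearly all actives have a fitted effect of over 20% in size; some results filed as inactive show a strong effect at the top dose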
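AmpC (5.3 nM in the dispensed reagent) in 20 mM phosphate pH 7.0 with 0.01% (detergent screen) or 0.0001% Triton X-100 was preincubated with compounds for 15 min at room temperature. Nitrocefin was then added from an 800 uM solution, and hydrolysis was followed at 480 nm.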
TbPYK inhibitor = qHTS of Trypanosoma Brucei Inhibitors. pyruvate kinase (Trypanosoma brucei), Q57TT1. Potency, µM (titrated, usually from 76.8 µM), for inactives: top-dose activity, negative = inhibition, actives largely listed as inhibitors. AID 624173, 2012. TbPYK enzyme, Kinase-Glo Plus ATP luminescence, 45 min. 410,000 compounds, 0.12% hits; further: potency means the concentration at half of the fitted maximal effect; nearly all actives have a fitted effect of over 50% in size
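Activity of T. brucei pyruvate kinase was followed by Kinase-Glo Plus luminescence after the enzyme reacted 45 min at room temperature with 130 uM ADP (final) and substrate. Test compounds were added before ADP at multiple concentrations.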
The depositor's hits bear a star; ? = inconclusive; nt = not tested or not shown; [ ] = dose if it differs, or a comment. Unless noted, the call rests on the fitted dose curve; in most records, active means well fitted curve in the direction sought with a large enough effect; inconclusive means small, poorly fitted or top-dose-only effect, or another doubt; inactive means no such curve, though single readings can be large; an effect the other way counts as inactive or inconclusive. Unless noted, on the % scale 0 is the no-effect control and ±100 the full control effect.

Results follow in this order: AMA1 RON2 block	AmpC inh no detg	HCMV inh	AmpC detergent	LmPK inhibitor	TbPYK inhibitor	HCV inh
- O=C(NCCc1c[nH]c2ccccc12)/C(=C\c1cccnc1)NC(=O)c1cccs1
 : 11%[2.32 µM]	-27%	10	-7%	-1%	-5%	26%
- Cc1coc2c(C)c3oc(=O)c(CCC(=O)N4C[C@H]5C[C@@H](C4)c4cccc(=O)n4C5)c(C)c3cc12
 : -14%	322%[activator]	?	?	-3%	6%	-16%
- CC(=O)c1sc(NC(=O)c2ccccc2F)nc1C
 : -21%	-10%	7	?	14µM*	-9%	?
- O=C(NCc1ccc2c(c1)OCO2)c1cc([N+](=O)[O-])ccc1N1CCOCC1
 : -3%	-8%	nt	nt	nt	7%	-19%
- CNC(=S)N/N=C(\C)c1ccc2c(c1)OCCO2
 : 45%[activator][11.6 µM]	-20%	38	-5%	-1%	-3%	?
- CCSC(=O)N1c2ccc(OC)cc2C=CC1C#N (stereo unspecified)
 : 11%	nt	-16	nt	nt	-6%	?
- COc1cccc(/C=C/C(=O)OCC(=O)NC2CC2)c1OC
 : 17%	-13%	38	nt	nt	3%	7%
- C#CCOCCOCCOCCNc1nc(N2CCN(C(=O)[C@H](CCC(=O)O)n3cc([C@@H](N)CO)nn3)CC2)nc(N2CCN(C(=O)[C@H](CCC(=O)O)n3cc([C@@H](N)CCSC)nn3)CC2)n1
 : 14%	8%	-8	nt	nt	-5%	-1%
- CCCCn1c(N)c(N(CCOC)C(=O)CCNC(=O)c2ccccc2Cl)c(=O)[nH]c1=O
 : -5%	-11%	37	-7%	-5%	-4%	17%
- Cn1ccnc1CN1CCN(C(=O)c2cc(COc3ccc(F)c(F)c3)on2)CC1
 : -4%	60%[activator]	5	3%	-9%	2%	3%

3 entries from above, with bars between the fields:
SMILES | AMA1 RON2 block | AmpC inh no detg | HCMV inh | AmpC detergent | LmPK inhibitor | TbPYK inhibitor | HCV inh
CCCCn1c(N)c(N(CCOC)C(=O)CCNC(=O)c2ccccc2Cl)c(=O)[nH]c1=O | -5% | -11% | 37 | -7% | -5% | -4% | 17%
C#CCOCCOCCOCCNc1nc(N2CCN(C(=O)[C@H](CCC(=O)O)n3cc([C@@H](N)CO)nn3)CC2)nc(N2CCN(C(=O)[C@H](CCC(=O)O)n3cc([C@@H](N)CCSC)nn3)CC2)n1 | 14% | 8% | -8 | nt | nt | -5% | -1%
CNC(=S)N/N=C(\C)c1ccc2c(c1)OCCO2 | 45%[activator][11.6 µM] | -20% | 38 | -5% | -1% | -3% | ?

The list goes on:
Results follow in this order: AMA1 RON2 block	AmpC inh no detg	HCMV inh	AmpC detergent	LmPK inhibitor	TbPYK inhibitor	HCV inh
- O=C1NC(=O)C(=Cc2csc3ccccc23)C(=O)N1
 : -22%	-11%	-12	0%	3%	?	8%
- Cc1ccc(S(=O)(=O)N2CCN(C(=O)COC(=O)COc3ccccc3)CC2)cc1
 : -7%	25%	-14	-11%	15%	11%	3%
- COc1ccc(C2CC3(O)NC(=O)C(C#N)(C3C)C2(C#N)C#N)cc1 (stereo unspecified)
 : 0%	-10%	0	-1%	-1%	-2%	20%
- Cc1cc(C)n(-c2cc(Cl)ccc2[N+](=O)[O-])n1
 : -7%	1%	-29	8%	-1%	-3%	-4%
- CS(=O)(=O)N1CCN(C(=O)c2ccncc2)CC1
 : 0%	-19%	-28	-9%	0%	-5%	-5%
- COc1cccc(F)c1C(C[N+](=O)[O-])c1c(N)n(C)c(=O)n(C)c1=O (stereo unspecified)
 : -2%	-11%	-100*	2%	13%	-1%	7.9µM*
- CCCc1ccc(Oc2cc(Cl)nc(N)n2)cc1
 : 24%	-26%	-23	-6%	1%	-6%	11%
- CCOC(=O)C1(C)/C(=N/Nc2ccccc2OC)C(=O)C(=O)N1c1ccccc1 (stereo unspecified)
 : ?	-8%	6	0%	-14%	?	-3%
- O=C(NCc1ccccc1F)c1ccc(S(=O)(=O)N2CCCC2)cc1
 : 4%	nt	0	nt	nt	1%	nt
- Cc1cccc2c1-c1sc(C(=O)NCCCN3CCCC(C)C3)cc1CO2 (stereo unspecified)
 : 12%	43%	-23	?	-7%	5%	11µM*
- Cc1ccc(N2CC(C(=O)Nc3nc4ccc(S(C)(=O)=O)cc4s3)CC2=O)cc1 (stereo unspecified)
 : 8%	7%	-36	?	-3%	-16%	-10%
- Cc1cccc(-c2noc(CCC(=O)NCc3ccco3)n2)c1
 : -8%	-14%	81	-3%	3%	3%	-10%
- COc1ccc(C=CC(=O)c2ccc(OC)c(OC)c2O)cc1OC
 : ?	nt	19	nt	nt	-5%	-20%
- CC(CN1CCCCC1)OC(=O)c1ccc2c(c1)OCO2 (stereo unspecified)
 : 3%	-20%	-29	-14%	0%	-2%	12%
- Cc1cc(C)n(CCC(=O)N2CCN(S(=O)(=O)c3ccccc3)CC2)n1
 : 2%	1%	45	3%	-2%	2%	2%
- CC(c1ccccc1)n1cc(C(=O)NCc2ccccn2)nn1 (stereo unspecified)
 : -7%	3%	-12	7%	2%	-3%	-8%
- Cc1ccc2nc(NCc3ccccc3)c(C=NCc3cccnc3)c(=O)n2c1
 : 8%	-12%	0	5%	0%	-13%	-26%
- Cc1ccc(CCNC(=O)c2cnc3c(-c4ccc(F)cc4)c(C)nn3c2C)cc1
 : nt	nt	20	12%	nt	3%	nt
- O=c1c2cc3c(cc2n(Cc2ccccc2)c(=O)n1Cc1nc(-c2ccccc2)no1)OCO3
 : nt	nt	-12	4%	nt	-15%	nt
- C#CCOCCOCCOCCNc1nc(N2CCOCC2)nc(N2CCN(C(=O)[C@H]([C@@H](C)O)n3cc(CCCCN)nn3)CC2)n1
 : 35%[activator]	307%[activator]	-11	-1%	13%	1%	30%[activator]
- O=C(Nc1cccc(Cl)c1N1CCOCC1)c1cccnc1
 : -9%	8%	-22	4%	-1%	2%	2%
- CCCc1cnc(N2CCN(S(C)(=O)=O)CC2)nc1
 : -3%	2%	96	-5%	-2%	-3%	5%
- COCCCNc1nc2c(c(=O)n(C)c(=O)n2C)n1Cc1cccc(OC)c1
 : 8%	0%	22	-1%	1%	2%	?
- CC(=O)Nc1c2c3c(cccc3n(C)c1=O)C(=O)c1ccccc1-2
 : -9%	-7%	54	-9%	0%	-5%	-27%
- COC(=O)c1c(NC(=O)/C=C/C(=O)O)sc(C)c1-c1ccc(C)cc1
 : -12%	-10%	-26	4%	2%	-4%	0%
- OC1CCCN(Cc2cccc3ccccc23)C1 (stereo unspecified)
 : 18%	-9%	-17	-1%	0%	3%	4%
- O=C1Nc2ccc(S(=O)(=O)NCCCO)c3cccc1c23
 : 1%	-18%	59	-2%	0%	-1%	0%
- COc1ccc(C(=O)NCC(=O)OCc2nc(N)nc(Nc3ccccc3C)n2)cc1
 : 35%[activator]	-21%	36	?	nt	5%	-16%
- O=C(COC(=O)c1cccnc1Cl)c1ccccc1
 : -2%	-14%	67	-8%	?	-18%	21%
- CCOC(=O)C1(CC2CC2)CCN(Cc2cn[nH]c2-c2cccc(F)c2)CC1
 : -4%	1%	-37	-3%	0%	0%	?
- CN1CCN(C(=S)NC(=O)c2ccc(C(C)(C)C)cc2)CC1
 : 85%[activator]	-21%	?	-3%	-7%	?	-4%
- O=[N+]([O-])c1cnc2ccccn12
 : -2%	-1%	?	-3%	0%	0%	22%
- COc1ccc(CSCC(=O)N/N=C/c2ccccc2O)cc1
 : 106%[activator]	-19%	-14	2%	2%	-4%	8.9µM*
- CC(C)c1ccc(NC(=O)c2ccc3snnc3c2)cc1
 : -15%	-11%	34	8%	-5%	2%	?
- CCOC(=O)c1ccc(NC(=S)N2CCN(C)CC2)cc1
 : -4%	-9%	-10	-2%	0%	-1%	5%
- Cc1ccc(S(=O)(=O)N2C[C@H]3[C@H]4C(=O)N(C)C(=O)[C@H]4CC(=O)[C@H]3[C@@H]2c2ccccc2Cl)cc1
 : 10%	nt	-4	nt	nt	-10%	nt
- COc1ccc(CCNCC(=O)Nc2ccc(C)c(S(=O)(=O)N(C)C)c2)cc1OC
 : ?	49%	0	5%	-3%	2%	-4%
- COc1ccc(-c2onc(C)c2C)cc1S(=O)(=O)NCC(C)c1ccccc1 (stereo unspecified)
 : nt	nt	-26	2%	nt	-5%	nt
- COc1ccc(-c2ccc(-c3cc(=O)oc4cc(OC)c(OC)c(OC)c34)cc2)cc1F
 : -12%	-24%	10	nt	nt	2%	3%
- O=C(COC(=O)c1cccc(F)c1)Nc1cccnc1Cl
 : -1%	-21%	81	?	0%	-4%	22%
- CCOc1ccccc1NC(=O)c1ccc2[nH]c(C)c(C)c2c1
 : -8%	-36%	45	5%	5%	7%	?
- CCS(=O)(=O)N1Cc2ccccc2CC1C(=O)N(C)Cc1ccc(OC)c(F)c1 (stereo unspecified)
 : 7%	15%	38	-13%	3%	2%	-10%
- CC(C)CCn1c(CN2CCN(Cc3ccccc3)CC2)nc2c1c(=O)n(C)c(=O)n2C
 : 0%	174%[activator]	40	?	4%	-7%	-28%
- CCOC(=O)c1ccc(N=C2C(=S)N(c3ccc(C(=O)OCC)cc3)C(=N)N2/N=C/c2ccccc2)cc1
 : 41%[activator]	-58%	-2	0%	0%	-21%	?
- Cc1cc(C)cc(NC(=O)N2c3ccccc3NC(=O)CC2C)c1 (stereo unspecified)
 : -17%	-26%	-7	-7%	2%	9%	13%
- O=C(NC12CC3CC(CC(C3)C1)C2)c1ccc([N+](=O)[O-])cc1
 : -23%	-27%	-18	?	-6%	3%	2%
- Cc1ccc([C@H]2C[C@@H](O)[C@H](n3cc(C4CC4)nn3)CN2C(=O)C2CCCCC2)cc1
 : 6%	nt	-3	nt	nt	0%	nt
- Nc1nn(-c2ccccc2)c(N)c1N=Nc1ccccc1
 : 20%	-7%	171	-14%	-1%	-8%	?
- Cc1ccc(C2=N/C(=C\c3cccc(F)c3)C(=O)O2)cc1
 : 14%	-19%	24	-7%	0%	2%	6%
- COc1cc(COCC(O)CN2CCc3ccccc3C2)cc(OC)c1OC (stereo unspecified)
 : 4%	0%	13	-1%	0%	3%	-13%
- CCNC(=O)c1ccc(CSc2nc3ccncc3n2Cc2ccc(F)cc2)cc1
 : nt	nt	15	11%	nt	-4%	nt
- O=C(c1ccccc1)n1nnc2ccccc21
 : -3%	nt	15	0%	1%	-9%	4%
